L3MBTL1 block: L3MBTL1 (human) inhibition; Q9Y468; AlphaScreen L3MBTL1–H3K9me1 peptide binding; Potency, µM (titrated, usually from 57.1 µM), for the others: at the top dose activity, negative = inhibition, usual class: inhibitors; 230,000 compounds, 0.66% hits; active = well fitted inhibition curve with a large enough effect; inconclusive = small, poorly fitted or top-dose-only effect; inactive = no such curve, though single readings can be large or run the other way; also: nearly all actives have a fitted effect of over 60% in size
Target sequence (Q9Y468 whole entry, looked up): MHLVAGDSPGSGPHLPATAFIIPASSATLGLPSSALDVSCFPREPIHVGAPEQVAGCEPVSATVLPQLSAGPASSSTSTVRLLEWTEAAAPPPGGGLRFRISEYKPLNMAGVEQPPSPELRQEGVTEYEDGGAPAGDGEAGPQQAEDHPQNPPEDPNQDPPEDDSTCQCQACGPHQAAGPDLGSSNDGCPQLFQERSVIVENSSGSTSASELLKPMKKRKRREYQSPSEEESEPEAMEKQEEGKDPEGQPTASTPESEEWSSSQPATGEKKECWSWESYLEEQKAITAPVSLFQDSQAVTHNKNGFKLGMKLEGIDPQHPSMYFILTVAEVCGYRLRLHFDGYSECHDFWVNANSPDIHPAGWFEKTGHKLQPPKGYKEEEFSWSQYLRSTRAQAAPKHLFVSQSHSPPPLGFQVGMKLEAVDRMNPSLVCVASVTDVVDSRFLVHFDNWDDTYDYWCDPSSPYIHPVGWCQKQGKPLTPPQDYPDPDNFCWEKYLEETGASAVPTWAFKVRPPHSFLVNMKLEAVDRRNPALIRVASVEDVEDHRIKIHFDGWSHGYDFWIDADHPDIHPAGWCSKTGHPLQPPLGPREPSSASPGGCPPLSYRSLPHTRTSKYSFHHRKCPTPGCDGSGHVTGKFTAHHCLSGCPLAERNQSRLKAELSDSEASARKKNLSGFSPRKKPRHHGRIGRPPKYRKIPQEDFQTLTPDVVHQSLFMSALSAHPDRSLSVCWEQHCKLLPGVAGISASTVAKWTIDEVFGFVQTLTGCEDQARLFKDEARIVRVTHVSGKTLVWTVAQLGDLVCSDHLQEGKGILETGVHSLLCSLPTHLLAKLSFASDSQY
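L3MBTL1 50 nM + b-AHA-H3(1-15)K9me1 75 nM, 30 min RT; compound added, 30 min RT; streptavidin donor/Ni-chelate acceptor beads 10 ug/mL each final, 30 min RT dark; AlphaScreen read.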
* hit, by the source's call; ? = inconclusive; [ ] = another dose, or the depositor's remark. % is scaled to controls: 0 for no effect and ±100 for the full control effect; potency is read from the fitted curve at half-maximal effect. The list is partial; the hit share may differ from the screen's.

SMILES	L3MBTL1 block
N#Cc1ccsc1NC(=O)C1CCN(C(=O)c2ccc(F)cc2)CC1	2.7%
O=C(Cc1ccccc1F)NC1CCCN(Cc2ccc(Cl)cc2)C1 (stereo not drawn)	-2.1%
CCN1CCN(c2ccc(S(=O)(=O)N3CCCCC3)cc2NC(=O)c2cccc(C)c2)CC1	-5.9%
CC(C)[C@H](NC(=O)[C@H](Cc1ccccc1)n1c(=O)[nH]c2ccccc2c1=O)C(=O)N1CCC[C@@H]1C(=O)O	10.9%
O=C(CSc1nc2[nH]ncc2c(=O)[nH]1)Nc1ccccc1C(F)(F)F	7.7%
Cc1ccccc1NS(=O)(=O)c1ccc(C(=O)N2CCN(S(=O)(=O)c3ccccc3)CC2)cc1	3.4%
COc1cc(C(=O)NCC(c2cccs2)N2CCOCC2)cc(OC)c1OC (stereo not drawn)	16.7%
COc1ccc(CN(C)C[C@H]2Oc3c(NC(=O)Nc4ccccc4)cccc3C(=O)N([C@H](C)CO)C[C@@H]2C)cc1	-5.8%
O=C1CCC/C=C/C[C@@H](CC(=O)N(CCO)Cc2ccccc2)C(=O)NC[C@H](c2ccccc2)O1	-2.1%
COc1ccccc1OCCNC(=O)C1CC(=O)N(c2ccccc2OC)C1 (stereo not drawn)	2.9%
COc1ccc(S(=O)(=O)Nc2c(C)n(C)n(-c3ccccc3)c2=O)c(Cl)c1Cl	-8.9%[2.29 µM]
COc1cc(S(=O)(=O)Nc2ccc3c(c2)C(=O)N(C)C3=O)ccc1NC(C)=O	4.0%
CC1CCCCC1NC(=O)Cc1ccc(S(=O)(=O)N2CCOCC2)s1 (stereo not drawn)	-13.7%
O=C(CSc1ccccn1)N1CCN(S(=O)(=O)c2ccc(Cl)cc2)CC1	-3.0%
CCC(NC(=O)C1C2C=CC(C2)C1C(=O)O)c1ccc(C)cc1 (stereo not drawn)	10.4%
CCOC(=O)[C@@H]1[C@H]2COc3ccc(Br)cc3[C@@H]2N2C(=O)N(c3ccc(C)cc3)C(=O)[C@@]12C	-0.9%
COc1cc(C(=O)OCC(=O)Nc2c(C)n(C)n(-c3ccccc3)c2=O)c([N+](=O)[O-])cc1OC	34.3%[activator]
COc1ccc(Cl)cc1C(=O)Nc1nc(C)cc(C)n1	26.8%
CCCCn1c(N)c(N(CCOC)C(=O)COC(=O)Cc2cccc(OC)c2)c(=O)[nH]c1=O	6.8%
N#Cc1cc([N+](=O)[O-])ccc1NC(=O)COC(=O)C1CC2CCCC(C1)C2=O (stereo not drawn)	-2.4%
O=C(NCCc1ccc(F)cc1)c1cc([N+](=O)[O-])ccc1N1CCOCC1	2.5%
Cn1nnnc1Sc1ncnc2scc(-c3cccc4ccccc34)c12	-9.3%
COc1ccc(S(=O)(=O)N2CCOCC2)cc1NC(=O)C1COc2ccccc2O1 (stereo not drawn)	?
CC(Oc1ccc(Br)cc1Cl)C(=O)Nc1ccncc1 (stereo not drawn)	0.7%
CC(OC(=O)CC1CCCCC1)C(=O)Nc1cccc(C#N)c1 (stereo not drawn)	8.4%
CCN1CCN(S(=O)(=O)c2ccc(Cl)c(C(=O)NC(C)c3ccccc3Cl)c2)CC1 (stereo not drawn)	0.8%
CCN(CC(=O)Nc1c(F)cccc1F)C(=O)CSc1nc2ccccc2o1	-8.5%
CC(C)CC1NC(=O)c2ccccc2-n2c1nc1cc(F)ccc1c2=O (stereo not drawn)	-0.4%
Cc1csc2nc(COC(=O)c3ccc(Cl)c([N+](=O)[O-])c3)cc(=O)n12	0.4%
CCN(CC(=O)Nc1cc(Cl)ccc1C)C(=O)c1ccc2c(c1)NC(=O)C(C)S2 (stereo not drawn)	-6.8%
CCN(Cc1ccncc1)Cc1ccc(Br)cc1	4.1%
CC(OC(=O)c1ccc(OCC2CCCO2)cc1)C(=O)N(C)Cc1ccccc1 (stereo not drawn)	-8.4%
Cc1ccc(NC(=O)C(C)OC(=O)c2n[nH]c3ccccc23)cc1 (stereo not drawn)	0.7%
CC(C)(C)N(Cc1ccccc1)C(=O)COC(=O)c1ccc([N+](=O)[O-])o1	-7.3%
O=C(c1ccncc1)N1CCN(S(=O)(=O)c2cccc([N+](=O)[O-])c2)CC1	10.2%
O=C(CSc1nnc(-c2cccnc2)o1)Nc1ccccc1F	2.0%
Cc1cc2[nH]c(=O)c(=O)[nH]c2cc1S(=O)(=O)N(C)C1CCCCC1	-1.2%
O=C(Nc1ccccc1N1CCOCC1)C1=NN(c2c(F)c(F)cc(F)c2F)C(=O)CC1	-6.4%
Cn1cc(S(=O)(=O)N2CCCC2)cc1C(=O)NCc1ccccc1Cl	1.6%
O=C(CCl)N1c2ccccc2CCc2ccccc21	0.7%
COc1ccccc1N(C)S(=O)(=O)c1ccc(C)c(C(=O)N2CCCCCC2)c1	2.0%
O=C(COC(=O)CCN=C1NS(=O)(=O)c2ccccc21)NNC(=O)c1ccccc1	7.5%
CCN1C(=O)[C@H]2[C@@H](c3ccc(OC)cc3)N3C(=O)CN(Cc4ccccc4)C(=O)[C@@]3(C)[C@H]2C1=O	8.6%
Cc1ccc(C(C)C)c(OCC(=O)Nc2ccc(N3CCOCC3)cc2N2CCOCC2)c1	-10.2%
CC(=O)c1ccc(N2CCN(C(=O)c3ccc(S(=O)(=O)NCc4ccco4)cc3)CC2)cc1	-2.0%
CCC(C)N(C(=O)CSc1nncn1C)C1CCS(=O)(=O)C1 (stereo not drawn)	-1.6%
COc1ccc2ccccc2c1-c1sc(Nc2ccccc2)n[n+]1-c1ccc(F)cc1	-11.8%
c1ccc(CNc2ccc(N3CCOCC3)cc2)cc1	?

Compounds from the list above that contain four or more nitrogen atoms (twelve):
SMILES	L3MBTL1 block
CCN1CCN(c2ccc(S(=O)(=O)N3CCCCC3)cc2NC(=O)c2cccc(C)c2)CC1	-5.9%
CC(C)[C@H](NC(=O)[C@H](Cc1ccccc1)n1c(=O)[nH]c2ccccc2c1=O)C(=O)N1CCC[C@@H]1C(=O)O	10.9%
O=C(CSc1nc2[nH]ncc2c(=O)[nH]1)Nc1ccccc1C(F)(F)F	7.7%
COc1ccc(CN(C)C[C@H]2Oc3c(NC(=O)Nc4ccccc4)cccc3C(=O)N([C@H](C)CO)C[C@@H]2C)cc1	-5.8%
COc1cc(C(=O)OCC(=O)Nc2c(C)n(C)n(-c3ccccc3)c2=O)c([N+](=O)[O-])cc1OC	34.3%[activator]
CCCCn1c(N)c(N(CCOC)C(=O)COC(=O)Cc2cccc(OC)c2)c(=O)[nH]c1=O	6.8%
Cn1nnnc1Sc1ncnc2scc(-c3cccc4ccccc34)c12	-9.3%
O=C(c1ccncc1)N1CCN(S(=O)(=O)c2cccc([N+](=O)[O-])c2)CC1	10.2%
O=C(CSc1nnc(-c2cccnc2)o1)Nc1ccccc1F	2.0%
O=C(Nc1ccccc1N1CCOCC1)C1=NN(c2c(F)c(F)cc(F)c2F)C(=O)CC1	-6.4%
O=C(COC(=O)CCN=C1NS(=O)(=O)c2ccccc21)NNC(=O)c1ccccc1	7.5%
CCC(C)N(C(=O)CSc1nncn1C)C1CCS(=O)(=O)C1 (stereo not drawn)	-1.6%

Going on with the list:
SMILES	L3MBTL1 block
COc1ccc2[nH]c3c(c2c1)CCN1C(=O)C(CC(=O)NCCN2CCOCC2)C[C@H](C(=O)N(C(C)C)C(C)C)[C@@]31C (stereo partly drawn)	-6.5%
CCCn1nc(C(=O)NC2CC2)c2ccccc2c1=O	4.7%
Cc1ccnc(N2C(=O)c3ccc([N+](=O)[O-])cc3C2=O)c1	11.3%
CC(=O)Nc1ccc(S(=O)(=O)NCCC(=O)NNC(=O)c2ccncc2)cc1	4.6%
COCCN(C(=O)COC(=O)C1CCC(C(C)(C)C)CC1)c1c(N)n(Cc2ccccc2)c(=O)[nH]c1=O (stereo not drawn)	10.6%
O=C(CCNC(=O)c1ccc([N+](=O)[O-])cc1)NCc1ccccc1	4.9%
O=C(NNC(=O)c1ccccc1OCc1ccc(F)cc1)c1ccncc1	0.5%
COc1ccc(OC)c(NC(=O)C(C)SCc2nc3sc(C)c(C)c3c(=O)[nH]2)c1 (stereo not drawn)	7.0%
Cc1sc2ncnc(N3CCC(C(=O)N(CC(C)C)c4nc5ccccc5s4)CC3)c2c1C	-4.8%
COCCn1c(SC(C)C(=O)NC2CC2)nnc1-c1cccc(C)c1 (stereo not drawn)	1.8%
O=C(COc1ccccc1Cl)NNC(=O)c1ccc2c(=O)n3c(nc2c1)CCC3	0.3%
CCN(C[C@H]1N[C@@](Cc2ccccc2)(C(=O)OC)[C@H]2C(=O)N(C)C(=O)[C@@H]12)C(=O)Nc1ccc(Cl)cc1	2.0%
CCCC[C@H]1COCCS(=O)(=O)N1Cc1ccccc1F	-0.2%
COc1cccc(NC(=O)C(OC(=O)c2cnc(C)cn2)c2ccccc2)c1 (stereo not drawn)	-1.7%
CCS(=O)(=O)N1CCN(S(=O)(=O)c2ccc3ccccc3c2)CC1	0.6%
COc1ccc(S(=O)(=O)N2CCOC23CCN(S(=O)(=O)c2ccc(F)cc2C)CC3)cc1	-0.4%
COc1ccc2oc(C(=O)N3CCN(C(=O)c4ccco4)CC3)c(C)c2c1	-7.5%
COc1ccc2[nH]c3c(c2c1)CCN1C(=O)C(CC(=O)NC(C)(C)C)C[C@H](C(=O)N(C(C)C)C(C)C)[C@@]31C (stereo partly drawn)	-12.1%
CCOc1cccc(C=NNc2ccc(S(=O)(=O)Nc3ccccc3C(=O)O)cc2[N+](=O)[O-])c1O	?
COc1ccc(CNC(=O)c2ccc3ccccc3n2)cc1	4.8%
CCC(C)Sc1nnc(NS(=O)(=O)Cc2ccccc2)s1 (stereo not drawn)	-0.6%
COc1ccc(-c2oc3ccccc3c2C(=O)OCc2ccc(O)cc2)cc1	6.9%
CCCCNC(=S)N(CCO)Cc1cc2cc3c(cc2[nH]c1=O)OCCO3	-4.9%
O=C(c1ccc(S(=O)(=O)Nc2cccc(C(F)(F)F)c2)cc1)N1CCN(c2ccccc2O)CC1	-1.6%
COc1ccc(-c2cn(Cc3ccc(C(=O)NCc4ccc(C)cc4)cc3)c(C(C)N)n2)cc1 (stereo not drawn)	-3.6%
COc1ccc(S(=O)(=O)NNC(=O)Cc2csc(C)n2)cc1[N+](=O)[O-]	?
CN(C)Cc1c(O)ccc2c(=O)c(-c3ccccc3Cl)c(C(F)(F)F)oc12	-0.2%
CCOc1ccccc1NC(=S)N1CCN(c2cccc(C)c2C)CC1	-6.1%
COc1cccc(S(=O)(=O)NC2CCN(C#N)C2)c1 (stereo not drawn)	0.8%
Cc1ccccc1-c1nnn(CC(=O)N(C)CC(=O)Nc2ccccc2C(F)(F)F)n1	25.0%
COc1ccc(NC(=O)c2cc(F)cc(F)c2)cc1S(=O)(=O)N1CCCCC1	2.2%
CC1CCCCC1NC(=O)Cn1cnc2c1c(=O)n(C)c(=O)n2C (stereo not drawn)	2.2%
CCOc1ccc(C(=O)CCC(=O)NNC(=O)c2ccccc2O)cc1	9.4%
Nc1ccccc1SCC(=O)Nc1cccc2ccccc12	-3.0%[2.29 µM]
CCC(=O)N(c1nnc(SCC(=O)NN2C(=O)NC3(CCCCC3)C2=O)s1)C1CC1	-0.9%
COc1cccc(OC)c1OCC(=O)Nc1ccc(S(=O)(=O)N2CCCC2)cc1	-5.0%
CC1Cc2ccccc2N1C(=O)COC(=O)c1cc(Br)ccc1O (stereo not drawn)	11.5%
CCN(CC)CCn1c(NS(=O)(=O)c2ccc(C)cc2)nc2ccccc21	5.5%
CCOc1ccccc1NC(=O)COC(=O)c1c[nH]c2ccccc12	7.0%
COc1ccccc1CNC(=O)c1ccc(Cl)c(S(=O)(=O)N2CCCC2)c1	-3.8%
COc1cccc2cc(C(=O)OCC(=O)NC3CCCC(C)C3C)c(=O)oc12 (stereo not drawn)	-1.9%
O=C1c2ccccc2C(=O)N1CCCCc1cn(C[C@H]2CC[C@@H]([C@@H]3CC[C@H](Cn4cc(CCCCN5C(=O)c6ccccc6C5=O)nn4)O3)O2)nn1	5.8%
O=c1ccc2cc([N+](=O)[O-])c(CCO)cc2o1	-2.4%
O=C(CN1C(=O)NC2(CCCCCC2)C1=O)NCc1ccccc1	-4.4%
O=C(N/N=C\c1c(O)ccc2ccccc12)c1cncc(Br)c1	-2.7%
FC(F)(F)c1nnc2c3ccccc3c(Cl)nn12	-4.9%
Cc1cccc(C)c1NC(=O)CN1CCN(CC(=O)NCC2(N3CCCCC3)CCCCC2)CC1	4.2%
O=C1CCNCCN1[C@H](CO)c1ccccc1	6.5%
COC(=O)[C@H](Cc1ccccc1)N(C)S(=O)(=O)c1cccc(S(=O)(=O)N(C)[C@@H](Cc2ccccc2)C(=O)OC)c1	6.8%
COc1ccc(C(=O)NCC2CCCCC2)cc1S(=O)(=O)N1CCCC1	-1.9%
On1ccccc1=S	-0.4%
Cc1ccc(N(Cc2ccccc2)C(=O)c2ccc(F)c(S(=O)(=O)N3CCOCC3)c2)cc1	-11.2%
CC(C)=CCOc1c2ccoc2c(OCC=C(C)C)c2oc(=O)ccc12	1.5%
COc1ccc(S(=O)(=O)NC2CC3CCC2C3)cc1 (stereo not drawn)	-6.2%[2.29 µM]
COc1ccc([C@H]2CC(=O)C=C(c3ccc4c(c3)sc3ccccc34)C2)cc1	-6.3%
O=C(O)CCCN1C(=O)c2cccc3cccc(c23)C1=O	6.9%
Cc1c(C(=O)NCc2ccccc2CN2CCCC2)oc2ccc(F)cc12	-2.8%
Cc1ccc(S(=O)(=O)N2CCN(c3ccccc3)CC2)cc1C	-1.9%
CSc1ccccc1C(=O)OCC(=O)NCCN1C(=O)CSC1=O	2.5%
O=C(OCC(=O)N1CCc2ccccc21)c1ccc(Br)o1	2.3%

(cont.)
SMILES	L3MBTL1 block
COc1ccc(NC(=O)COC(=O)CC2Sc3ccccc3NC2=O)cc1 (stereo not drawn)	-0.4%
CC[C@@]1(C(=O)OC)N[C@H](CN(C)S(=O)(=O)c2ccc(F)cc2)[C@@H]2C(=O)N(C)C(=O)[C@@H]21	5.0%
C=CCn1c(SCC(=O)NC(=O)Cc2ccccc2)nnc1-c1ccccc1F	2.6%
CC(=O)C1=C(O)C(=O)N(c2ccc(C(=O)O)cc2)C1c1ccc([N+](=O)[O-])cc1 (stereo not drawn)	56.5%[activator]

Screening data: PubChem, National Center for Advancing Translational Sciences (NCATS)
